Screening data as filed in PubChem BioAssay.
NCF1 inh – p47phox/p22phox peptide binding inhibitors, primary screen, biochemical, uHTS, NADPH oxidase regulatory subunit; Neutrophil cytosol factor 1 (Homo sapiens), P14598; fluorescence polarization, 2 h; inhibition, % at 24.7 µM; 0.53% of 220,000 active; AID 1274, 2008;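 active = inhibition above about 30%, limit read from the data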;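 also: 0% = p47phox with labelled peptide and 100% = labelled peptide alone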
14-3-3 Bad inh – inhibitors of 14-3-3 zeta/Bad binding, primary screen, biochemical, TR-FRET, bovine 14-3-3 zeta; 14-3-3 protein zeta/delta (Bos taurus), P63103; TR-FRET 14-3-3zeta/Dy647-pBad peptide displacement, 1 h; inhibition, % at 21.7 µM; 0.71% of 220,000 active; AID 781, 2007;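 active = inhibition above about 70%, limit read from the data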;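 also: 0% = full 14-3-3 plus peptide FRET controls and 100% = background without 14-3-3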
TbHK1 inh – Trypanosoma brucei hexokinase 1 inhibitors, primary screen, biochemical, G6PDH-coupled NADH absorbance, MLSCN library; recombinant TbHK1, G6PDH-coupled NADH A340; 0.11% of 220,000 active; inhibition, % at 10 µM; hexokinase 1 [Trypanosoma brucei]; AID 1430, 2008;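 active = inhibition of 50% or more in the single-dose primary screen; inactive = inhibition below 50%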
Hck-Nef inh – inhibitors of Nef-activated human Hck kinase, primary screen, biochemical, Z-Lyte FRET, 384-well, Hck-YEEI. Tyrosine-protein kinase HCK (Homo sapiens), P08631. Recombinant Hck-YEEI plus Nef, Z-Lyte FRET kinase assay. inhibition, % at 20 µM. 0.68% of 220,000 active. AID 463187, 2010;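 active = Hck-Nef kinase inhibition above about 50%, limit read from the data; inactive = inhibition below that limit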;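 also: 0% = DMSO with Hck plus Nef and 100% = Hck alone without Nef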
Mdm2 ligase inh – MDM2-luciferase reporter signal enhancers, primary screen, MDM2 E3 ligase inhibitor project, cell-based, luminescence, 1536-well; E3 ubiquitin-protein ligase Mdm2 (Homo sapiens), Q00987; 0.11% of 210,000 active; cell-based MDM2 ubiquitination luciferase reporter, 2 h; 0 = plate control, 100 = twice control, blank-subtracted; signal enhancement, % at 5 µM;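 active = signal enhancement of 30% or more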;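 also: luminescence tracks abundance of the self-degrading MDM2-luciferase fusion protein; higher signal means inhibition of MDM2 E3 ligase activity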
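Timing – 2 h compound exposure at 37 °C · Assay system – mammalian cells stably expressing self-ubiquitinating, self-degrading MDM2 E3–luciferase fusion · Amount – 2000 cells seeded into each well · Measure – % luminescence enhancement versus blank-corrected plate control mean · Measured by – SteadyLite luminescence, 15 min reagent step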
EBV gp42 inh – Epstein-Barr virus gp42 inhibitors, primary screen, biochemical, uHTS, fluorescence polarization. 0.42% of 220,000 active. Fluorescence polarization binding assay, mP read-out. AID 1085, 2008. Glycoprotein 42 (Epstein-Barr virus (strain AG876)), Q1HVG2. inhibition, % (tested at 21.74 µM); in the data active = inhibition above about 50%
Target sequence (Q1HVG2 whole entry, looked up): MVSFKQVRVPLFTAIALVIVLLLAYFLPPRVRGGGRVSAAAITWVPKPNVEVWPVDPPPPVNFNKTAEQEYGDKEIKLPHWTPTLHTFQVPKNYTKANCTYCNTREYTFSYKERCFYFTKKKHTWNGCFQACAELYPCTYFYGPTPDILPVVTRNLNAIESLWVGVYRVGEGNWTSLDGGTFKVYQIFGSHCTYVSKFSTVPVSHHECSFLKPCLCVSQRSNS
zVAD death inh – inhibitors of zVAD-triggered necroptosis, primary screen, L929 cells. 0.38% of 220,000 active. viability rescue, % at 10 µM. L929 zVAD necroptosis rescue, ATP luminescence, 24 h; with zVAD 60 µM;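 active = activation, scaled between plate controls, above about 75%, limit read from the data; inactive = activation under that limit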;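 also: 0% = zVAD with DMSO and 100% = DMSO alone without zVAD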
Runt-CBFb FRET – inhibitors of RUNX1 Runt–CBFb binding, primary screen, biochemical, FRET, Cerulean-Runt, Venus-CBFb, uHTS | Runt-related transcription factor 1 (Homo sapiens) + Core-binding factor subunit beta … | Cerulean-Runt/Venus-CBFb FRET ratio 530/480, 1 h | inhibition, % at 20 µM | 0.46% of 220,000 active | AID 1496, 2009;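 active = inhibition over about 50% at 20 µM in the single-dose screen, limit read from the data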;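 also: 0% = DMSO wells and 100% = excess unlabeled CBFb competitor control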
Target sequence (Q01196 whole entry, looked up): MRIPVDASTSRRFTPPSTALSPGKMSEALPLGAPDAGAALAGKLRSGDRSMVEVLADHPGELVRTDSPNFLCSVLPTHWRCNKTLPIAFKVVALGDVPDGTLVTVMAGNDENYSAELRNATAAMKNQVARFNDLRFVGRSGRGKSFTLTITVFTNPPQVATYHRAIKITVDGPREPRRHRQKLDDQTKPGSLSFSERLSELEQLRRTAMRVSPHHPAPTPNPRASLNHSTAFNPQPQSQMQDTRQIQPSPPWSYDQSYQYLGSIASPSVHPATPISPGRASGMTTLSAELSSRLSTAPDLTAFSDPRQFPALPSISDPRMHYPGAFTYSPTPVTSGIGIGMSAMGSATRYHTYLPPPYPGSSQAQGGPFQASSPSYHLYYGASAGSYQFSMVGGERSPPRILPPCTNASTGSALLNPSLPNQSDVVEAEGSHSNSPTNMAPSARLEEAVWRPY
Target sequence (Q13951 whole entry, looked up): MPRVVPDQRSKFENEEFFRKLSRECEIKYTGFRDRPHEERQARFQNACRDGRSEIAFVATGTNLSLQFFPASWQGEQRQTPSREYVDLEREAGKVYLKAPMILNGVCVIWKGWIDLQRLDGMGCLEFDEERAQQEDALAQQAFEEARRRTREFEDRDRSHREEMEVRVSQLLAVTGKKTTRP
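Buffer or medium: Tris pH 7.5 buffer with BSA. Assay system: Cerulean-labeled Runt domain protein. Amount: each fluorescent fusion protein 100 nM. Read-out basis: loss of energy transfer signal. Incubation: 1 h compound exposure, room temperature. Probe or stimulus: Venus-CBFb binding partner, 100 nM. Detection: FRET, excitation 422 nm, emission at 530 and 480 nm.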
Runt-SMMHC FRET – inhibitors of RUNX1 Runt–CBFb-SMMHC binding, primary screen, biochemical, FRET, Cerulean-Runt, Venus-CBFb-SMMHC, uHTS; 0.74% of 220,000 active; Cerulean-Runt/Venus-CBFb-SMMHC FRET ratio 530/480, 1 h; Runt-related transcription factor 1 (Homo sapiens) + Core-binding factor subunit beta …; inhibition, % at 20 µM;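 active = mean inhibition across duplicate retests at 20 µM reaching about 50%, limit read from the data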;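 also: 0% = DMSO wells and 100% = wells with excess untagged CBFb-SMMHC; inhibitors lower the FRET ratio by blocking Runt binding to CBFb-SMMHC; some results filed as inactive read as strong as hits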
Active calls of the source: *; [ ] = another dose, or the depositor's remark. Compounds were not picked by outcome; any-hit rate near 3.2%.

Values run as follows: NCF1 inh, 14-3-3 Bad inh, TbHK1 inh, Hck-Nef inh, Mdm2 ligase inh, EBV gp42 inh, zVAD death inh, Runt-CBFb FRET, Runt-SMMHC FRET
Cc1ccc(C(=O)C[n+]2cc(Br)cc(Br)c2)cc1
    -4, -10, -2, 5, -18, -9, -0.1, -2, 2
Cn1c(=O)c2c(SCCN3CCOCC3)nc(C3CCCC3)nc2n(C)c1=O
    3, -4, -2, 20, -13, -15, 0.2, -3, 2
COC(=O)COc1ccc(S(=O)(=O)NCCC2=CCCCC2)cc1
    -3, 2[fluorescence artefact?], 3, -8, 7, -4, -0.1, 2, 2
Cc1c(Cc2ccccc2)sc(NC(=O)/C=C/c2cccc3ccccc23)c1C(N)=O
    -32, 9, -17, 3, -14, -54, 0.6, -39, -113
O=C(Nc1ccc(S(=O)(=O)N2CCCC2)cc1)c1ccc(CN2CCOCC2)cc1
    4, 23, -2, 1, -10, -6, 0.2, 1, 2
CCC(Sc1nc2n[nH]c(C)c2c(=N)n1-c1cccc(Cl)c1)C(=O)NCCOC (configuration not stated)
    -25, -2, -20, 3, 1, -25, 1.7, 1, 10
CCSC1=C(C#N)C(c2cccs2)C(C(=O)OC)=C(C)N1 (configuration not stated)
    6, -7, -6, 2, -10, 1, -0.4, -2, -1
CC(=O)NCCOc1nc(N2CCCCC2)nc(N2CCCCC2)n1
    1, -5, 1, 20, -4, -4, 2.8, -1, 5
COC(=O)C(Sc1nc(C)cc(C)c1C#N)c1ccccc1 (configuration not stated)
    -14, -4, -6, 0, -8, -10, 0.0, 0, -3
Cn1[nH]c(C(F)(F)F)c(C=NCc2ccc(Cl)cc2)c1=O
    -9, -13, -4, 19, -4, -18, 0.9, 0, -2
Cn1nc(C2CC2)cc1NC(=O)CC(CC(=O)O)c1ccccc1 (configuration not stated)
    -3, -5, 0, 16, -10, -6, 0.6, 2, -2
CC(C)c1[nH]nc2c1C(C(C)C)C(C#N)=C(N)O2 (configuration not stated)
    -4, -2, 12, 4, -25, 7, -0.3, -2, 5
CCOCCn1c(CN2CCCC(C)C2)nc2c1c(=O)n(C)c(=O)n2C (configuration not stated)
    0, -1, -23, 25, -4, -16, -1.1, 0, -4
O=C(Nc1cn(-c2ccccc2)nc1-c1ccc(F)cc1)c1ccccc1
    -1, 3[fluorescence artefact?], -6, 1, -10, -10, 0.3, 0, -3
CC(CCc1ccccc1)NC(=O)CCN1N=C(c2ccccc2)CCC1=O (configuration not stated)
    11, -6, -2, 21, 13, 10, -1.0, -3, -1
COCCOC(=O)C(CC(=O)O)NCc1ccco1 (configuration not stated)
    -2, 5, -4, -8, -14, -9, -0.1, -2, -6
CCc1cc2c(=O)n(CCC(C)C)c(=S)[nH]c2s1
    -6, -10, -11, 33, -11, -15, 0.3, 7, 5
COc1ccc(OC)c(CN2CCCC(C(=O)c3ccccc3SC)C2)c1 (configuration not stated)
    -5, -8, 3, -5, -9, 5, -0.5, 0, -2
COc1ccc(C(N)=O)cc1NC(=O)c1cccc(F)c1
    -7, -4, 1, -1, -15, -5, -0.1, 0, -1
N#CCC(=O)N/N=C/c1ccc(OCC(=O)Nc2ccc(F)cc2)cc1
    -11, -9, -3, -5, -4, -14, 0.2, -1, -2
CC(C)CNC(=O)c1cccc(NC(=O)c2ccco2)c1
    -7, 5, -2, 1, -6, 4, 0.7, 4, 1
O=C(NC1CCCC1)c1cccc(NC(=O)c2ccco2)c1
    -10, -4, 9, -19, -6, -13, 0.1, -2, -8
COc1cccc(CNC(=O)CC2C(=O)NCCN2Cc2ccoc2)c1OC (configuration not stated)
    8, -13, -7, 20, 2, -3, 1.4, 2, 2
CC(OC(=O)c1cccs1)C(=O)Nc1nc(-c2ccccc2)cs1 (configuration not stated)
    -16, -3, 4, -2, -15, -49, -0.5, -1, 4
O=C(Cc1ccccc1)Nc1ccc(F)cc1
    -5, 2, 7, 18, -14, -7, -0.2, 1, 2
COC(=O)c1c(C)oc2ccc(NS(=O)(=O)c3cccs3)cc12
    -4, 5[fluorescence artefact?], 2, 17, -10, -20, 1.3, 1, -1
CSc1cccc(NS(=O)(=O)c2cccc3nsnc23)c1
    -27, -9, -3, -1, -5, -15, 1.7, -1, 3
O=C(Cc1cccs1)N/N=C/c1ccccn1
    -12, -4, -3, 10, -7, -25, -0.4, -2, 3
[O-][n+]1onc2c1CCC1N(O)C(c3ccccc3)CC21O (configuration not stated)
    -4, -10, 4, 8, -8, -16, 1.0, -1, 0
COc1ccc(/C=N/n2nnnc2N)cc1OC
    32*, 9, -60, 14, -2, 5, 3.2, 1, -6

Continued, overlapping the part above by 3 compounds.
Values run as follows: NCF1 inh, 14-3-3 Bad inh, TbHK1 inh, Hck-Nef inh, Mdm2 ligase inh, EBV gp42 inh, zVAD death inh, Runt-CBFb FRET, Runt-SMMHC FRET
O=C(Cc1cccs1)N/N=C/c1ccccn1
    -12, -4, -3, 10, -7, -25, -0.4, -2, 3
[O-][n+]1onc2c1CCC1N(O)C(c3ccccc3)CC21O (configuration not stated)
    -4, -10, 4, 8, -8, -16, 1.0, -1, 0
COc1ccc(/C=N/n2nnnc2N)cc1OC
    32*, 9, -60, 14, -2, 5, 3.2, 1, -6
CN(CC(=O)Nc1ccccc1N1CCOCC1)S(=O)(=O)c1ccc(F)cc1
    0, -3, -6, 0, -3, 8, -0.3, 0, -2
CCOC(=O)Cc1cc(=O)n2[nH]c(-c3ccc(Cl)cc3)cc2n1
    -22, -7[fluorescence artefact?], -14, 0, -4, -13, 0.1, 7, 0
Cc1ccc(N(CC(=O)NCC2CCCO2)C(=O)Cn2nnc(-c3cccs3)n2)cc1 (configuration not stated)
    -3, -6, -14, 18, -11, -13, 0.3, 4, 4
CC(C)CC(=O)NC(=S)Nc1ccc(Cl)cn1
    -6, -19, -7, 3, 11, 9, -1.0, 2, -5
O=C(NCC1CCCO1)C1CCN(CC2CCCCC2)CC1 (configuration not stated)
    -6, 10, 6, -1, -4, -2, 0.4, -1, 2
O=C(c1n[nH]c(=O)c2ccccc12)N1CCN(c2ccccc2Cl)CC1
    -3, 1, 2, 2, -5, -17, 0.1, 0, -1
Cc1ccc(NC(=O)c2cc(C)n(-c3cccc(C)c3)c2C)cc1
    -6, -18[fluorescence artefact?], 1, 1, -11, 10, 0.7, 0, 3
CN1C(=O)/C(=C/c2coc3ccc(O)cc3c2=O)SC1=S
    -15, 19, -2, 6, -13, -8, -0.5, -2, -9
Cc1cc(C)cc(N(CC(=O)NCC2CCCO2)C(=O)CCC(=O)Nc2cc(C)on2)c1 (configuration not stated)
    5, 26, -3, 0, -17, -13, 0.4, 0, 3
O=C(Cn1cnc2ccccc2c1=O)Nc1ccccc1N1CCOCC1
    0, 9, -5, -10, -9, -6, 4.1, -1, -1
COc1cc(/C=C2\S/C(=N/S(=O)(=O)c3ccc(C)cc3)NC2=O)c([N+](=O)[O-])cc1OC
    -13, 19, -10, 15, -10, -7, 0.8, -118, -262
COc1cc(OC)cc(C(=O)NC(=S)NCCc2ccccc2)c1
    -12, 4, 2, 1, -8, -20, -0.5, -1, 1
O=C(Cc1ccccc1)Nc1ccccc1N1CCCC1
    -4, -8, 10, 17, -3, 3, -1.1, 0, -2
Cc1ccc(N/N=C2\CS(=O)(=O)N(C)c3ccsc32)cc1
    -9, -30, -4, 25, -29, 5, -0.5, 21, 23
COc1ccc(C)cc1NC(=O)CN1CCN(S(=O)(=O)c2ccc(F)cc2)CC1
    4, 3, 1, 1, -14, -18, 0.1, -3, 3
COC(=O)c1sc(S(=O)(=O)Nc2ccc3cn[nH]c3c2)c(C(=O)OC)c1C
    -9, -3, 3, 0, 4, -4, 0.0, -1, 0
O=C(CCCN1C(=O)CCC1=O)Nc1cccc(C(F)(F)F)c1
    -2, -5, -5, 2, 0, -19, -0.1, 0, 2
COc1ccccc1NC(=O)N1CCCC1C(=O)Nc1nnc(C(C)C)s1 (configuration not stated)
    3, 78*[fluorescence artefact?], 9, 0, -17, -2, 2.2, 0, 2
OCC1C2c3ccccc3C(c3ccccc32)C1CO (configuration not stated)
    -3, -4, -10, 0, -12, -11, 0.2, -3, -4
CCc1ccc(CCC(=O)Nc2nnc(CC)s2)o1
    -9, 6[fluorescence artefact?], 1, -1, -2, -8, 3.5, -1, -3
COCC(C)n1c(C)cc(C(=O)COC(=O)/C=C/c2cccc(F)c2)c1C (configuration not stated)
    -11, -7, 2, 18, -3, -13, 3.4, -3, -1
CC(C)N(C)C1CCN(C(=O)Nc2ccc(Cl)c(Cl)c2)CC1
    -6, -13[fluorescence artefact?], 4, 1, -17, -2, 0.7, 0, 1
Cc1ccccc1C(=O)/C=C1/c2ccccc2CC(C)(C)N1C
    -1, -8, -15, 0, -3, -12, -0.3, -2, 4
CCC(C)NS(=O)(=O)c1ccc(NS(=O)(=O)c2ccc(F)cc2)cc1 (configuration not stated)
    8, -5, 3, 0, -9, 7, 0.5, 0, 4
